Anthrax LF prot – Bacillus anthracis LF protease inhibitors, primary screen, biochemical, multiplex microsphere, MLPCN library; Lethal factor (Bacillus anthracis), P15917; multiplex microsphere protease cleavage assay; 0.12% of 360,000 active; inhibition, % at 10 µM; also: plate controls were buffer without enzyme for full effect and enzyme alone for no effect
BoNT-A LC inh2 – BoNT/A light chain protease inhibitors, primary screen, biochemical, flow cytometry, MLPCN library; inhibition, % at 10 µM; multiplex microsphere protease substrate cleavage; 0.17% of 360,000 active; AID 588499, 2011; also: plate controls were buffer without enzyme for full effect and enzyme alone for no effect
PrPC surface inh – inhibitors of human cell surface prion protein PrPC, primary screen, cell-based, TR-FRET; Major prion protein (Homo sapiens), P04156; TR-FRET read-out; inhibition, % at 13.8 µM; 0.43% of 370,000 active; AID 720596, 2013; in the data active = inhibition above about 24%; also: 0% = median of the test wells and 100% = reference compound wells
BoNT-F LC inh – BoNT/F light chain protease inhibitors, primary screen, biochemical, flow cytometry, MLPCN library | AID 588497, 2011 | Botulinum neurotoxin type F light chain protease (Clostridium botulinum) | inhibition, % at 10 µM | 0.22% of 360,000 active | Multiplex microsphere protease cleavage assay; in the data active = inhibition above about 35%, passing the limit was not always enough; inconclusive = no clear call, values can overlap the other calls; also: plate controls were buffer without enzyme for full effect and enzyme alone for no effect
FadD28 binding – inhibitors of FadD28 bisubstrate probe binding, primary screen, biochemical, fluorescence polarization, single point. Mycobacterium tuberculosis FadD28 fatty-acid-AMP ligase. inhibition, % at 12.5 µM. 0.22% of 360,000 active; in the data active = inhibition above about 8.5%, passing the limit was not always enough; inconclusive = no clear call, values can overlap the other calls
CCHFV vOTU inh – CCHFV vOTU protease inhibitors, primary screen, biochemical, Pep-AMC substrate, fluorescence. 0.55% of 370,000 active. inhibition, % at 11.5 µM; in the data active = inhibition above about 30%; also: 0% = vehicle wells with enzyme and 100% = no enzyme wells
PfHsp40 yeast – rescue of yeast from PfHsp40 toxicity, primary screen, S. cerevisiae, ATP luminescence. S. cerevisiae expressing PfHsp40, growth rescue. growth rescue, % at 12.5 µM. 0.68% of 340,000 active; in the data active = growth rescue above about 28%, passing the limit was not always enough; inconclusive = no clear call, values can overlap the other calls;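 also: yeast W303a lacking pdr1 and pdr3 grown in galactose medium; growth measured after three days at 30 °C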
Yp Topo-I inh – Yersinia pestis topoisomerase I inhibitors, primary screen, biochemical, cleavage product accumulation, plate reader, single point. Y. pestis Topo-I cleavage product accumulation. 0.064% of 360,000 active. activity, % at 10 µM. DNA topoisomerase I (Yersinia pestis CO92); in the data active = activity above about 50%, passing the limit was not always enough; inconclusive = no clear call, values can overlap the other calls; also: inactives centre near 2
TcdB inh – TcdB glycohydrolase inhibitors, primary screen, biochemical, single point, plate reader. Toxin B (Clostridioides difficile), P18177. TcdB glycohydrolase enzymatic assay. inhibition, % at 9.99 µM. 0.24% of 350,000 active; in the data active = inhibition above about 10%
Target sequence (P18177 whole entry, looked up): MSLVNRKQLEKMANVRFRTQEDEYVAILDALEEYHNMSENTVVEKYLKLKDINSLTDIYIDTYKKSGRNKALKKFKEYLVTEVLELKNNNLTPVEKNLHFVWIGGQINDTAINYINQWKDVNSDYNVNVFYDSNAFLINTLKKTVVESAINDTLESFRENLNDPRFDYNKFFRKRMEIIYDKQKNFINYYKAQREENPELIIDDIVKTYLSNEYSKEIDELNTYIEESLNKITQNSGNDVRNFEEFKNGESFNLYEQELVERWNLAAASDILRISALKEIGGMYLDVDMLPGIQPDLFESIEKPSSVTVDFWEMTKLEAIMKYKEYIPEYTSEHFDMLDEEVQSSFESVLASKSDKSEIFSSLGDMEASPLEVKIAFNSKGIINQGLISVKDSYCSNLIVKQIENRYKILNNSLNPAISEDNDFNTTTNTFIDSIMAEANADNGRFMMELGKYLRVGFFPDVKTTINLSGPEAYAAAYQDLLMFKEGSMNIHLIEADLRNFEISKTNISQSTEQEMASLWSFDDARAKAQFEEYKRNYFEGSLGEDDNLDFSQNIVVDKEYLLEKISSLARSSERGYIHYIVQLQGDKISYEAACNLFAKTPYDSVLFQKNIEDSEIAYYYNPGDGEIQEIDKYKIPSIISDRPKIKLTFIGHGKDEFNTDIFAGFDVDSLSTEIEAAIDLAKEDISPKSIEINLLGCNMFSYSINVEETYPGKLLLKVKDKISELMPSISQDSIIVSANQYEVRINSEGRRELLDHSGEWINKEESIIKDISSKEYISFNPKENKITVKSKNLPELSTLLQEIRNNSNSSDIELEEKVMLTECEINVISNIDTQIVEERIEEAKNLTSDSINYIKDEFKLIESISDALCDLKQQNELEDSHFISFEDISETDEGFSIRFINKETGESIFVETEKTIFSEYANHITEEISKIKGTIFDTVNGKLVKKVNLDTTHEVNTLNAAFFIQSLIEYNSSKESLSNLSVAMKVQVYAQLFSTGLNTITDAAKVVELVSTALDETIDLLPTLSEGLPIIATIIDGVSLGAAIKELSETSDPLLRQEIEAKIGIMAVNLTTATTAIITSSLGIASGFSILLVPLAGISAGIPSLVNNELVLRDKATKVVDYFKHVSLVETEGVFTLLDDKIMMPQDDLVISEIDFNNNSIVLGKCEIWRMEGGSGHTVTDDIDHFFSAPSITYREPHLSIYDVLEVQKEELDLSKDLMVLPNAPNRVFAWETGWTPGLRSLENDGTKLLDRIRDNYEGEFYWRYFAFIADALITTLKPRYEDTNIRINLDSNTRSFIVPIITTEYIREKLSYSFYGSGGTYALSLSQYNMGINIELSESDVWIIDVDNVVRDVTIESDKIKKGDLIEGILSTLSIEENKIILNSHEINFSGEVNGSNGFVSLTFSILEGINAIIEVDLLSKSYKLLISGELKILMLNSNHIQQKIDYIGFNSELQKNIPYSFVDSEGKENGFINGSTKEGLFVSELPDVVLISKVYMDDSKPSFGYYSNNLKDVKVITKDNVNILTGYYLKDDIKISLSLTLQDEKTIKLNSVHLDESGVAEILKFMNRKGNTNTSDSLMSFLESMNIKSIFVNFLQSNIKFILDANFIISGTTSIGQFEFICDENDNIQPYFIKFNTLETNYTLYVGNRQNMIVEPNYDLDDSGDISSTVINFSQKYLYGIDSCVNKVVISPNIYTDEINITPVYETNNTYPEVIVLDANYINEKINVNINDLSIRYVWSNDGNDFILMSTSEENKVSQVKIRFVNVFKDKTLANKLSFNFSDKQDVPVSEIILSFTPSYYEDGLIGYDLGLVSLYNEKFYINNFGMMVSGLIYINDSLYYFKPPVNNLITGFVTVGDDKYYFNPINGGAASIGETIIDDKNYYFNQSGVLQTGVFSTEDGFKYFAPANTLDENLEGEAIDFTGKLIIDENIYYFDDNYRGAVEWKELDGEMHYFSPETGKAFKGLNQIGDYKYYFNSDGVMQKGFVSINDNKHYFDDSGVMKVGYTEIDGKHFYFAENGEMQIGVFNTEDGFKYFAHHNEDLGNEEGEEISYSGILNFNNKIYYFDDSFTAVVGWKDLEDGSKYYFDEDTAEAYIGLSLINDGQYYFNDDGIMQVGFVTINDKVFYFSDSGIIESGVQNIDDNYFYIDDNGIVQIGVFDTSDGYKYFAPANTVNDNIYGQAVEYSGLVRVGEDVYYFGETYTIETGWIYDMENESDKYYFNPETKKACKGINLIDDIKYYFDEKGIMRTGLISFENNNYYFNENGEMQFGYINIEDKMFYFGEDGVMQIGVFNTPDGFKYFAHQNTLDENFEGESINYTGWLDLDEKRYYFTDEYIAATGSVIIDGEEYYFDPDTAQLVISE
An asterisk follows results filed as active; ? = inconclusive; . = no result given; & = joins results of further samples. Rule as the data show it, unless noted: active = inhibition above about 30%; inconclusive = no clear call, values can overlap the other calls; inactive = below that.

Value order – BoNT-A LC inh2	BoNT-F LC inh	FadD28 binding	TcdB inh	PrPC surface inh	CCHFV vOTU inh	Anthrax LF prot	Yp Topo-I inh	PfHsp40 yeast
(1) C[C@@]12CC(=O)NC1N(C(=O)c1cccc(C(F)(F)F)c1)C(c1ccccc1O)C2 (stereo not given in full)
    -0.8	-18	-1.1	.	6	1	-1	5	0.6
(2) CCSc1nnc(-c2cccnc2)n1-c1ccc(Cl)c(C)c1
    6.3	8	-3.3	0.8	8	-6	-8	17	-0.8
(3) Cc1cc(SCC(=O)c2cccs2)n2nc(C)c(-c3ccc(Cl)cc3)c2n1
    -0.6	-3	-2.5	0.4	3	7	-1	-5	-1.3
(4) COc1ccc(C)cc1NC(=O)CCc1ccc(S(=O)(=O)N2CCOCC2)cc1
    6.1	2	-1.6	-0.6	4	-2	4	-6	0.1
(5) Cc1cc(C)nc(SCC(=O)N/N=C/c2cccc([N+](=O)[O-])c2)n1
    -0.1	-4	-2.3	1.3	5	-12	-5	-4	-0.8
(6) C[C@@H]1CN([C@H](C)CO)C(=O)CCCn2cc(nn2)CO[C@H]1CN(C)C(=O)Nc1cccc2ccccc12
    -0.2	-3	-1.7	0.4&1.6&0.1	4	-6	2	0	.
(7) O=C1CCCC(O)=C1C=NCc1ccccc1
    0.3	1	-0.3	0.9	-5	10	3	-1	0.4
(8) Cc1ccc2c(c1)N(CC(=O)c1cccc(Cl)c1)C(=O)C(C)O2 (stereo not given)
    -1.9	-2	-1.8	1.0	0	-9	-4	-1	-0.9
(9) OC(CNCCc1ccccc1)COc1ccc(OCC(O)CNCCc2ccccc2)cc1 (stereo not given)
    1.7	?	-1.5	-0.7	-28	11	-4	5	0.2
(10) O=C(c1ccccc1)N1CCN(c2ccc([N+](=O)[O-])c(NCc3cccnc3)c2)CC1
    0.7	-1	-4.0	0.4	-38	12	-2	16	0.4
(11) O=C(NNS(=O)(=O)c1ccccc1)C(O)(c1ccccc1)c1ccccc1
    4.4	33	-1.3	.	3	-21	-1	2	-1.7
(12) COc1ccc(NC(=O)COC(=O)CC2CCCC2)cc1
    1.5	-6	1.0	-2.1	13	5	4	7	0.4
(13) Cc1cc(OCC(=O)N(C(C)C)C(C)C)ccc1Cl
    0.2	-1	-1.4	0.8	3	-8	-3	-2	-0.8
(14) COc1ccc(-c2cc(C(F)(F)F)nc(NCc3cccs3)n2)cc1
    0.0	-12	0.2	-0.2	6	-10	2	-2	1.2
(15) CN(CC(=O)NCc1ccc(F)cc1)CC(=O)Nc1ccc(Cl)c(C(F)(F)F)c1
    -1.1	?	-13	-0.7	1	16	0	7	4.4
(16) COCC(C)N=C1NN=C(c2ccc(NC(C)=O)cc2)CS1 (stereo not given)
    -1.2	-10	-1.5	-0.4	-10	-7	-2	0	1.1
(17) Cc1cc(Br)ccc1SCC(=O)N1CCN(S(=O)(=O)c2ccccc2)CC1
    -0.6	3	-4.9	0.3	-2	2	-1	35	4.3
(18) O=C(CCNC(=O)C1CCN(S(=O)(=O)c2ccccc2)CC1)NCCc1cccc(F)c1
    0.4	0	-3.8	1.5	3	9	1	3	-0.3
(19) CN(C)CCn1ccc(O)c(Cc2ccc(Cl)cc2)c1=O
    2.6	7	.	0.9	-4	-6	6	10	-0.2
(20) C=CCOc1cccc(C2/C(=C(/O)c3ccc(F)cc3)C(=O)C(=O)N2CCN2CCOCC2)c1 (stereo not given)
    0.3	-16	1.2	.	4	5	3	13	0.1
(21) O=C(O)CSc1nc(-c2cccs2)cc(C(F)(F)F)n1
    -0.6	2	-0.7	0.4	-2	3	-1	4	-0.7
(22) CCCc1sc(N)nc1-c1ccc(Cl)cc1
    -0.8	-2	0.0	2.2	4	10	-2	0	0.0
(23) O=C(Cc1ccccc1)N/N=C/c1cc2c(cc1Cl)OCO2
    -0.1	-3	-0.7	.	3	0	0	7	-0.8
(24) COc1ccc(/C=C/C(=O)N[C@H](C(=O)O)C(C)C)cc1
    -0.3	-5	-3.0	1.4	-4	10	-3	-5	-0.3
(25) COc1cc(NC(=O)c2cc3sccc3n2C)cc(OC)c1
    0.2	3	-5.2	.	0	5	-4	0	1.6
(26) CCN(CC)CCCNC(=O)c1cc2c(=O)n(C)c3ccccc3c2n1C
    0.3	8	-1.0	-0.2	2	-7	-1	-9	0.0
(27) O=C(O)C1C2C=CC3(CN(Cc4ccco4)C(=O)C13)O2 (stereo not given)
    0.6	5	0.0	0.7	2	-2	2	3	-0.1
(28) COc1cc(C)ccc1OCCOCCOc1ccc([N+](=O)[O-])cc1
    0.0	-1	-3.1	-0.8	-3	-1	2	17	1.5
(29) O=C(CCN1CCN(CCO)CC1)Nc1ccc(F)c(F)c1
    3.0	27	-2.6	.	0	-6	6	3	1.2
(30) O=C(NCc1ccccc1Cl)C1CCC(=O)N(CCCN2CCCC2=O)C1 (stereo not given)
    -0.3	-1	0.8	5.1	2	-8	-4	4	-1.7
(31) CCn1c(=O)c(C)nn2c3ccccc3nc12
    0.2	-22	-0.4	.	6	-2	-4	6	2.1
(32) C=CCOc1ccc(C[C@H](N)C(=O)NC[C@H]2O[C@@H](n3cc(C)c(=O)[nH]c3=O)C[C@@H]2O)cc1
    -0.4	-4	0.2	-0.1	-3	0	0	3	.
(33) O=C(c1ccc(-c2cccc(C(F)(F)F)c2)o1)N1CCCC(C(F)(F)F)C1 (stereo not given)
    -3.2	-7	-3.5	1.3	5	17	-6	24	-1.9
(34) O=[N+]([O-])c1ccccc1/C=N/N1CCN(c2ccccn2)CC1
    -1.3	-1	-3.9	.	-18	1	-3	-7	-0.1
(35) O=C(Nc1nc2c(s1)C(=O)CCC2)c1ccccc1
    -0.6	-4	-4.9	.	-4	2	0	-3	-0.9
(36) Cc1cc(C)c(S(=O)(=O)N2CCCC(C(=O)NCc3ccncc3)C2)c(C)c1 (stereo not given)
    -0.8	-2	-0.9	-0.3	0	-5	0	2	-0.3
(37) COCCN(C(=O)CN1CCc2ccccc21)c1c(N)n(Cc2ccccc2)c(=O)[nH]c1=O
    0.0	-6	-0.4	-1.8	-5	7	0	6	-0.4
(38) COc1cc(/C=N/NC(=O)c2ccc(O)cc2)ccc1Oc1ccc([N+](=O)[O-])cn1
    0.4	-4	-14	0.3	-22	4	-1	-12	-1.4
(39) O=[N+]([O-])c1cccc(C([O-])=C(C(=S)Nc2cccc3ccccc23)[n+]2ccccc2)c1
    5.1	-26	-3.1	-0.4	-4	8	0	-16	-0.2
(40) COC(=O)C1=C(C)Nc2ncnn2C1c1ccccn1 (stereo not given)
    1.9	2	0.3	.	-3	2	1	6	-0.9
(41) Brc1cccc(C2Nc3cccc4cccc(c34)N2)c1
    -0.1	-31	-6.1	0.7	-3	12	-6	3	-0.3
(42) CCN1C(=O)N[C@@H](CCc2ccccc2)C(C(=O)OC)=C1C
    0.5	-2	-4.3	-2.3	14	22	-4	40	0.9
(43) COc1ccc(C2C(C#N)=C(N)N(c3cccnc3)C3=C2C(=O)CCC3)cc1Cn1cc([N+](=O)[O-])cn1 (stereo not given)
    1.0	18	0.6	.	-1	2	2	6	1.7
(44) Cc1cc(C)n2c(SCC(=O)Nc3ncc(C(F)(F)F)cc3Cl)nnc2n1
    -0.8	-49	-1.2	.	3	1	0	5	0.6
(45) CCCCNCc1cc(Cl)c(OCCC)c(OCC)c1
    1.1	-13	-2.8	.	-3	-13	-4	-4	-0.1
(46) CCC1(c2ccc(F)cc2)NC(=O)N(CC(=O)NCC(=O)Nc2cccc(C)c2C)C1=O (stereo not given)
    -2.6	3	-1.0	2.0	0	-1	0	0	-0.4
(47) Cc1cc2c(=O)n(CC(=O)NCC(=O)Nc3ccc(C(C)C)cc3)cnc2s1
    -0.7	2	-1.7	-2.8	-3	6	-1	1	1.0
(48) O=C1CCCN1c1ccc(S(=O)(=O)N2CCN(c3ccccn3)CC2)cc1
    5.1	3	-1.6	0.6	8	7	0	-1	-0.5
(49) CCOP(=O)(C1=C(O)C(=O)C(C(C)(C)C)=CC1=O)c1ccccc1 (stereo not given)
    -0.6	-1	1.4	1.0	-4	16	-6	2	-0.9
(50) Cc1nc2ccccc2c(=O)n1NC(=O)/C=C/c1ccccc1
    -0.4	0	-2.2	0.1	0	-9	-1	-1	0.7
(51) FC(F)(F)c1cc(C(F)(F)F)c2ccc(N/N=C/c3ccccc3)nc2n1
    0.4	-4	-4.2	.	2	4	1	-1	-1.4
(52) CCOc1ccccc1C(=O)OCC(=O)Nc1nnc(-c2ccccc2)o1
    -1.7	5	-2.0	0.4	-5	-2	3	-1	-0.3
(53) COc1ccc(-c2cc3nc(C)cc(N4CCN(C(=O)c5ccoc5)CC4)n3n2)cc1
    -0.1	-4	-0.1	0.4	-10	9	-6	29	.
(54) CC(=NCCCN(C)C)C1=C(O)c2ccccc2C1=O
    0.1	7	-1.7	.	-10	18	6	-5	-0.1
(55) Cc1ccc(N/C(N)=N/c2nc(CSc3nnc(C)s3)cc(=O)[nH]2)c(C)c1
    -0.6	-8	-2.6	1.7	-2	-13	2	6	-0.5
(56) COc1ccc(-c2c3c(nc4sc(C(=O)Nc5ccccc5)c(N)c24)CCC3)cc1
    3.1	8	1.0	.	-1	-2	1	-1	-1.1
(57) COCc1cc(C)nc(OCC(=O)N/N=C/c2ccc(-c3cc([N+](=O)[O-])ccc3Cl)o2)c1C#N
    -0.6	0	-1.0	2.0	-3	-5	-1	8	1.1
(58) O=C(c1ccc(Cl)c(Cl)c1)N1CCC(=O)N([C@H](COCc2cccc(C(F)(F)F)c2)Cc2ccccc2)CC1
    0.3	-6	.	1.6	-1	23	2	.	.
(59) CCCN1CCN(C(=O)c2ccc(CS(=O)c3ccc(Cl)cc3)o2)CC1 (stereo not given)
    -0.1	-5	-3.6	1.4	-2	-7	-4	-7	0.0
(60) c1ccc2c(c1)CN1CCCC1=N2
    -3.3	7	-1.2	-4.0	8	-4	-13	1	-0.2

Entries of single compounds, looked up by structure. Values in the order: BoNT-A LC inh2, BoNT-F LC inh, FadD28 binding, TcdB inh, PrPC surface inh, CCHFV vOTU inh, Anthrax LF prot, Yp Topo-I inh, PfHsp40 yeast
Profile of CC(=NCCCN(C)C)C1=C(O)c2ccccc2C1=O → 0.1, 7, -1.7, ., -10, 18, 6, -5, -0.1
Profile of Cc1cc2c(=O)n(CC(=O)NCC(=O)Nc3ccc(C(C)C)cc3)cnc2s1 → -0.7, 2, -1.7, -2.8, -3, 6, -1, 1, 1.0

(list continues)
Value order – BoNT-A LC inh2	BoNT-F LC inh	FadD28 binding	TcdB inh	PrPC surface inh	CCHFV vOTU inh	Anthrax LF prot	Yp Topo-I inh	PfHsp40 yeast
(61) O=P1(NCCCl)OCCCN1CCCl (stereo not given)
    -1.8	-32	1.2	1.7	9	-2	-4	-4	0.1
(62) COc1ccc(NC(=O)C2Cc3c(-c4ccco4)ccnc3O2)cc1OC (stereo not given)
    0.1	1	-7.1	1.9	3	-7	0	5	.
(63) CC(C)n1c(-c2ccco2)csc1=Nc1cccnc1
    0.2	-13	2.1	.	2	16	1	29	1.7
(64) COc1ccc(S(=O)(=O)c2c(O)c3ccc(C(=O)Nc4ccccc4Cl)cc3[nH]c2=O)cc1
    -1.4	-5	-4.4	0.8	-3	-1	0	-7	0.2
(65) Cc1cccc(NC(=O)c2cc(NC(=O)c3ccco3)ccc2Cl)n1
    0.7	13	-1.4	.	5	1	0	3	-0.1
(66) COc1cc(C(=O)Nc2nc(C)cc(C)n2)cc(OC)c1OC
    ?	?	-1.3	0.7	8	-5	-18	-1	1.9
(67) Cc1ccc(C2CC2C(=O)NNC(=S)Nc2ccc(Cl)cc2)cc1 (stereo not given)
    1.3	0	1.0	.	-6	-1	-12	4	?
(68) CN1CCN(c2ccc(NC(=O)c3ccc4c(c3)[nH]c(=O)n4Cc3ccc(F)cc3)cc2)CC1
    -1.9	-38	0.3	.	2	-1	-4	-6	0.0
(69) O=C(c1ccc([N+](=O)[O-])cc1)N1CCN(C(=O)c2cccnc2)CC1
    -0.7	?	-1.9	0.3	-25	-11	-3	-2	0.1

From PubChem BioAssay
